From PubChem BioAssay
PAX8 inh HTS – lowers PAX8-driven luciferase in RMG-I cells | 1.2% of 360,000 active | inhibition, % at 12.6 µM | AID 652154 | RMG-I TPO-luciferase reporter, SteadyGlo, 24 h;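 active means mean replicate inhibition at least 60% with every replicate also reaching 60%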;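 further: luciferase light reporting Pax8 driven TPO promoter activity; plate controls were median of neutral control wells for no effect and mitoxantrone controls for full effect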
LGR2 inh – blocks bursicon-induced cAMP signaling via Drosophila LGR2; 0.35% of 380,000 active; inhibition, % at 9.99 µM; HEK293 LGR2, CRE-luciferase, bursicon-stimulated, 4 h;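 active means drop in luminescence signal, shown as inhibition above about 50% in the replicate tests, limit read from the data, passing the limit was not always enough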;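 further: agonist challenge used bursicon conditioned medium at about half maximal strength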
PGC1a acetyl inh – modulators of PGC1a acetylation; U2OS PGC1a acetylation, AlphaScreen anti-acetyl-lysine; with virally co-expressed GCN5 acetyltransferase; inhibition, % at 15.6 µM; 0.17% of 350,000 active;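 active means every replicate shows inhibition of at least 40%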;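 further: 0% = neutral control wells and 100% = positive control wells; some results beyond the cut were filed as inactive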
PglD inh – PglD (C. jejuni) enzyme inhibition; purified PglD enzyme, DTNB colorimetric CoA detection; inhibition, % at 12.5 µM; AID 602405; 0.098% of 360,000 active; in the data active means inhibition above about 16%, passing the limit was not always enough; further: strong numbers were not always called active
EWS-Fli block – inhibitors of EWS/Fli oncoprotein transcriptional activity; A673 NR0B1-luciferase reporter, viability-normalised; inhibition, % at 12.6 µM; 0.67% of 350,000 active;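 active means mean inhibition of at least 50% after viability correction, with every replicate also passing that limit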;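 further: firefly luciferase signal divided by Alamar Blue viability fluorescence both relative to DMSO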
FN deposition inh – fibronectin deposition inhibition; AH1F fibroblasts, Alexa488-fibronectin deposition fluorescence, overnight; inhibition, % at 12.6 µM; 0.086% of 350,000 active;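 active means mean inhibition across replicates of 30% or more, regardless of how many single replicates reach that level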;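 further: positive control wells lacked labelled fibronectin entirely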
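test system = AH1F fibroblasts assembling fluorescent fibronectin matrix | quantity = 10000 AH1F cells per well | buffer or medium = DMEM plus 2% serum, read in PBS | doses = single dose, pinned | incubation = 1 h cell attachment, overnight exposure to compound and label | detection = fluorescence at 485 nm excitation, 525 nm emission | read-out basis = inhibition from reduced deposited-fibronectin fluorescence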
* = called active by the depositor; x = no result given. Not all compounds are listed. The share of hits here may be higher or lower than overall.

SMILES	PAX8 inh HTS	LGR2 inh	PGC1a acetyl inh	PglD inh	EWS-Fli block	FN deposition inh
CCCCc1[nH]c(=O)c(C#N)c2c1CSC(C)(C)C2	x	-10	x	x	x	5
O=C(CSCCc1ccccn1)Nc1ccc(Br)cn1	x	2	x	x	x	-4
O=C(O)c1cc2cc(Cl)ccc2oc1=O	x	9	x	x	x	5
CCOC(=O)N1CCN(C(=O)CSCC(=O)Nc2nc(-c3ccccc3)cs2)CC1	x	2	x	x	x	-1
C[C@@H]1CN([C@H](C)CO)C(=O)c2cccc(NC(=O)c3nc4ccccc4s3)c2O[C@H]1CN(C)C(=O)Nc1cccc2ccccc12	x	-1	x	x	x	18
Cc1cc(C(=O)Nc2c(C)nn(Cc3c(Cl)cccc3Cl)c2C)no1	x	27	x	x	x	2
Cn1c(COc2ccccc2)nnc1SCC(=O)Nc1ccc(N2CCOCC2)c(Cl)c1	x	3	x	x	x	-9
CCc1nnc(NC(=O)c2sc3nc4c(cc3c2N)CCCCCC4)s1	x	-71	x	x	x	3
COc1ccc(Nc2nnc(SCc3cc([N+](=O)[O-])cc4c3OCOC4)s2)cc1	x	7	x	x	x	-1
CC(Oc1ccc2c(c1)c1ccnc3c4ccccc4c(=O)n2c13)C(=O)NCCN1CCOCC1 (configuration not stated)	x	x	3	-1	-21	x
CO[C@@H]1CN(C)C(=O)c2cc(NC(C)=O)ccc2OC[C@@H](C)N(C(=O)C2CC2)C[C@H]1C	x	x	1	-2	-6	x
O=C(O)C1C2C=CC(O2)C1C(=O)NCc1ccc(Cl)cc1 (configuration not stated)	9	x	-18	-4	x	x
COc1ccc(-c2nc3c(c(SCC(=O)N4CCOCC4)n2)COC(C)(C)C3)cc1	-15	x	2	2	x	x
COc1ccccc1C(c1nnnn1Cc1ccccc1)N1CCN(C2CCCC2)CC1 (configuration not stated)	6	x	-6	0	x	x
COc1cc(-c2nc(-c3ccccc3)c(-c3cccs3)[nH]2)cc(OC)c1O	15	x	3	-3	x	x
CC(=O)N1CCC(=NNS(=O)(=O)c2cccc([N+](=O)[O-])c2)CC1	-16	x	-9	6	x	x
COCc1cc(=O)[nH]c(SCC(=O)Nc2ccccc2)n1	13	x	6	-3	x	x
CC(=O)NCCn1c(SCC#N)nc2ccccc2c1=O	12	x	6	-5	x	x
Cc1nc2n(n1)CC(O)CS2 (configuration not stated)	3	x	-15	2	x	x
COc1ccc(C)cc1S(=O)(=O)N1CCN(S(=O)(=O)c2cc(C)ccc2OC)C(C)C1 (configuration not stated)	27	x	2	-5	x	x
CCc1nnc(NC(=O)Nc2ccccc2OC)s1	-162	x	7	-2	x	x
Cc1ccc(OCC(O)CN2CCN(c3ccccc3)CC2)cc1 (configuration not stated)	23	x	-5	0	x	x
COc1ccc(OC)c(C(=O)/C=C/c2ccccc2C(F)(F)F)c1	35	x	46*	9	x	x
O=C(CC(Cc1ccccc1)C(=O)O)NCCc1ccc2c(c1)OCO2 (configuration not stated)	2	x	6	7	x	x
CC1=C(C(=O)Nc2ccccc2)C(c2ccncc2)n2nnnc2N1 (configuration not stated)	8	x	9	4	x	x
CCCCC(=O)Nc1ccccc1C(=O)N1CCOCC1	-8	x	2	-3	x	x
COC(=O)Cn1c2ccc(OC)cc2c2nc3ccccc3nc21	19	x	3	0	x	x
Cc1nn(-c2ccccc2)c2sc(C(=O)NC3CC3)cc12	-56	x	7	-4	x	x
COC(=O)c1ccc(NS(=O)(=O)c2cccc3cccnc23)cc1	-8	x	2	-2	x	x
Cn1c(SCc2c(Cl)cccc2Cl)nnc1-c1cccs1	-39	x	-4	-4	x	x
N#Cc1cc(N)ccc1Sc1ccccc1	5	x	3	-3	x	x
O=C(c1csc(Nc2ccccc2Cl)n1)N1CCCC1	-98	x	-30	5	x	x
O=C(CSc1nc(NS(=O)(=O)c2ccccc2)cc(=O)[nH]1)Nc1ccc(F)cc1	5	x	-69	25*	x	x
O=C(CCn1nnc2ccccc21)Nc1nnc(-c2ccccc2F)s1	-10	x	2	1	x	x
C=C(C)CSc1nnc(-c2ccc(C)cc2)n1N	-56	x	5	-1	x	x
COC(=O)Nc1ccc(S(=O)(=O)N(CCO)CC(F)(F)C(F)F)cc1	-13	x	-62	6	x	x
Cn1c(=O)n(CCc2ccccc2)c(=O)c2c1nc1n2CCN1Cc1ccco1	-1	x	4	-5	x	x
COc1ccc(C(CNC(=O)c2cc(C)oc2C)N2CCOCC2)cc1 (configuration not stated)	-17	x	4	5	x	x
O=C(O)CCC(=O)Nc1ccc(Cc2ccc(NC(=O)CCC(=O)O)cc2)cc1	-4	x	-16	0	x	x
CC1=CCC(Cc2nc3ccccc3o2)C1(C)C (configuration not stated)	-5	x	1	-4	x	x
COc1ccc(CCC(=O)Nc2ccc(-c3noc(-c4ccc(OC)c(OC)c4)n3)cc2)cc1	-57	x	-8	3	x	x
COc1ccc(-c2[nH]c(-c3ccc(C(=O)O)cc3)nc2-c2ccccc2)cc1	-23	x	-2	1	x	x
CC(=O)N(c1ccccc1)c1c(F)c(F)c(F)c(F)c1F	3	x	2	-2	x	x
Cc1cc(C)cc(NC(=S)NCCc2c[nH]c3ccccc23)c1	10	x	-36	0	x	x
Cc1sc(NC(=O)CCCC(=O)O)c(C#N)c1C	-38	x	-3	-7	x	x
O=C(NNc1cccc(Cl)n1)Nc1ccccc1Cl	5	x	-4	5	x	x
CCCc1nc2ccccc2n1CCOC	-8	x	-3	-3	x	x
CC(=O)c1nn(-c2cccc(Br)c2)cc1C(=O)c1ccccc1	1	x	8	0	x	x
COc1ccc(OC)c(NS(=O)(=O)c2ccc(NC(C)=O)cc2)c1	-4	x	9	-1	x	x
COc1ccc(NC(=O)C2=C(C)NC(=O)NC2c2cccc(OC)c2OC)c(OC)c1 (configuration not stated)	-2	x	7	-3	x	x
Fc1cccc(NCc2cn3ccccc3n2)c1	-149	x	8	6	x	x
Cc1cc2n(n1)SC(Nc1cc(Cl)ccc1Cl)N2 (configuration not stated)	-24	x	1	7	x	x
COc1ccc(-c2noc(CCN3C(=O)c4ccccc4C3=O)n2)cc1OC	-13	x	-6	-3	x	x
CCOCCNC(=O)c1ccccc1C(=O)NCCOCC	2	x	5	-9	x	x
COc1cc(C(=O)NCCCNc2nc3cc(C)cc(C)c3cc2C#N)cc(OC)c1OC	-15	x	4	-10	x	x
Cc1ccc(/C=N/N2CCN(Cc3ccccc3)CC2)s1	-32	x	8	-4	x	x
CCN(CC)c1ccc(NC(=O)Nc2cccc(C(C)=O)c2)cc1	-72	x	14	-6	x	x
CCCCCNC(=O)CC1Nc2c3ccccc3nc(=S)n2C1=O (configuration not stated)	-2	x	4	-3	x	x
O=C(COC(=O)c1ccccc1NC(=O)c1ccco1)NCC1CCCCC1	-19	x	-4	-1	x	x
O=C(/C=C/c1c(Cl)cccc1Cl)Nc1ccncc1	-88	x	-3	0	x	x

Whole records from above. Order of screens: PAX8 inh HTS | LGR2 inh | PGC1a acetyl inh | PglD inh | EWS-Fli block | FN deposition inh
COc1ccc(OC)c(NS(=O)(=O)c2ccc(NC(C)=O)cc2)c1 in the list: -4 | x | 9 | -1 | x | x
O=C(/C=C/c1c(Cl)cccc1Cl)Nc1ccncc1 in the list: -88 | x | -3 | 0 | x | x

(continued)
SMILES	PAX8 inh HTS	LGR2 inh	PGC1a acetyl inh	PglD inh	EWS-Fli block	FN deposition inh
CCNS(=O)(=O)c1ccc2nc(NC(=O)c3cccnc3)sc2c1	-47	x	8	0	x	x
CSc1nnc2c(n1)c(C)nn2-c1ccc(C)cc1	5	x	-7	1	x	x
C=C(C)C1CC=C(C)/C(=N/NC(=O)COc2cccc3ccccc23)C1 (configuration not stated)	-40	x	10	2	x	x
Cc1cnc(NC(=O)CSc2nnc(C)s2)s1	-33	x	2	-7	x	x
CCOC(=O)C1=C(C)NC2=C(C(=O)CC(C)(C)C2)C1c1cccc(C)n1 (configuration not stated)	7	x	-9	3	x	x
CCN(CC(O)Cn1c2ccccc2c2ccccc21)S(=O)(=O)c1ccc(C)cc1 (configuration not stated)	3	x	-15	3	x	x
CCOc1ccc(Nc2nc(CC(=O)OC)cc(=O)[nH]2)cc1	0	x	-1	1	x	x
CCOc1ccc(-c2nn(-c3ccccc3)cc2/C=C2\SC(=S)N(C3CCS(=O)(=O)C3)C2=O)cc1 (configuration not stated)	2	x	-5	4	x	x
CCCn1c(-c2cc(OC)c(OC)c(OC)c2)nc2nc3ccccc3nc21	-13	x	-4	-6	x	x
CC/C(C)=C1\SC(N2CCN(c3cccc(C(F)(F)F)c3)CC2)=NC1=O	10	x	2	0	x	x
CCN(CC)CCCN(Cc1cc2cc(OC)c(OC)cc2[nH]c1=O)C(=O)Nc1ccccc1	-37	x	-7	4	x	x
Cc1ccc(-c2nnn(CC(=O)N(Cc3ccco3)C(C(=O)NC(C)(C)C)c3cccs3)n2)o1 (configuration not stated)	6	x	-6	9	x	x
O=C(Cc1ccc(F)cc1)c1ccc(O)cc1O	-67	x	19	2	x	x
CC(C)C(=O)Nc1cccc(C(=O)Nc2ccc3c(c2)OCO3)c1	-72	x	6	8	x	x
O=C1CCCN1CC(O)CS(=O)(=O)c1ccccc1 (configuration not stated)	-1	x	5	5	x	x
CC(C)N1C(=O)C2C(C(=O)NCc3ccccc3)C3C=CC2(O3)C1C(=O)NC(C)(C)C (configuration not stated)	1	x	6	5	x	x
COc1cc(OC)c2nc(C)c3c(c2c1)N(c1ccc(O)cc1)CC3	21	x	13	-9	x	x
Cc1ccc(S(=O)(=O)N2C(=O)CCC2C(=O)N2CCN(C)CC2)cc1 (configuration not stated)	-2	x	3	5	x	x
CCOC(=O)c1nnn(-c2nc(N3CCCC3)nc(N3CCCC3)n2)c1-c1ccccc1	2	x	3	0	x	x
Cc1ccc(NC(=O)c2c(C(F)(F)F)nn(C)c2Cl)cc1C	-23	x	4	-1	x	x

Structural class: the compounds so far containing an aryl methoxy group
SMILES	PAX8 inh HTS	LGR2 inh	PGC1a acetyl inh	PglD inh	EWS-Fli block	FN deposition inh
COc1ccc(Nc2nnc(SCc3cc([N+](=O)[O-])cc4c3OCOC4)s2)cc1	x	7	x	x	x	-1
COc1ccc(-c2nc3c(c(SCC(=O)N4CCOCC4)n2)COC(C)(C)C3)cc1	-15	x	2	2	x	x
COc1ccccc1C(c1nnnn1Cc1ccccc1)N1CCN(C2CCCC2)CC1 (configuration not stated)	6	x	-6	0	x	x
COc1cc(-c2nc(-c3ccccc3)c(-c3cccs3)[nH]2)cc(OC)c1O	15	x	3	-3	x	x
COc1ccc(C)cc1S(=O)(=O)N1CCN(S(=O)(=O)c2cc(C)ccc2OC)C(C)C1 (configuration not stated)	27	x	2	-5	x	x
CCc1nnc(NC(=O)Nc2ccccc2OC)s1	-162	x	7	-2	x	x
COc1ccc(OC)c(C(=O)/C=C/c2ccccc2C(F)(F)F)c1	35	x	46*	9	x	x
COC(=O)Cn1c2ccc(OC)cc2c2nc3ccccc3nc21	19	x	3	0	x	x
COc1ccc(C(CNC(=O)c2cc(C)oc2C)N2CCOCC2)cc1 (configuration not stated)	-17	x	4	5	x	x
COc1ccc(CCC(=O)Nc2ccc(-c3noc(-c4ccc(OC)c(OC)c4)n3)cc2)cc1	-57	x	-8	3	x	x
COc1ccc(-c2[nH]c(-c3ccc(C(=O)O)cc3)nc2-c2ccccc2)cc1	-23	x	-2	1	x	x
COc1ccc(OC)c(NS(=O)(=O)c2ccc(NC(C)=O)cc2)c1	-4	x	9	-1	x	x
COc1ccc(NC(=O)C2=C(C)NC(=O)NC2c2cccc(OC)c2OC)c(OC)c1 (configuration not stated)	-2	x	7	-3	x	x
COc1ccc(-c2noc(CCN3C(=O)c4ccccc4C3=O)n2)cc1OC	-13	x	-6	-3	x	x
COc1cc(C(=O)NCCCNc2nc3cc(C)cc(C)c3cc2C#N)cc(OC)c1OC	-15	x	4	-10	x	x
CCCn1c(-c2cc(OC)c(OC)c(OC)c2)nc2nc3ccccc3nc21	-13	x	-4	-6	x	x
CCN(CC)CCCN(Cc1cc2cc(OC)c(OC)cc2[nH]c1=O)C(=O)Nc1ccccc1	-37	x	-7	4	x	x
COc1cc(OC)c2nc(C)c3c(c2c1)N(c1ccc(O)cc1)CC3	21	x	13	-9	x	x
